14-3-3 PPI = alters human 14-3-3 gamma binding to Raf peptide; P61981; FP, 14-3-3gamma / TMR-pS259-Raf peptide binding; inhibition, % at 40 µM; actives 0.19% (n = 160,000); AID 422; in the data active means inhibition above about 30%;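 further: 0% = protein plus tracer without compound and 100% = blank with tracer alone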
Target sequence (P61981 whole entry, looked up): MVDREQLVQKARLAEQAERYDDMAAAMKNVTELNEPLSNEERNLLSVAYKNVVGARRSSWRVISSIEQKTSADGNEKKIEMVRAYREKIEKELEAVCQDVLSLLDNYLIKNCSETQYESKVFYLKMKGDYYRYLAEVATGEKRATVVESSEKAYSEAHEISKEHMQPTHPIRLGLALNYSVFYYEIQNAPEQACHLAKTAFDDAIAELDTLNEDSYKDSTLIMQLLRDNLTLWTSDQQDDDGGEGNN
* hit, by the source's call; & = joins results of further samples. Not all compounds are listed; the hit share may differ from the screen's.

SMILES	14-3-3 PPI
Cc1cc(C)c2c(N)c(S(=O)c3ccc(C(C)(C)C)cc3)sc2n1 (stereo unspecified)	-7.6
O=C(Nc1ccccc1)c1ccc2nc(NC(=O)C34CC5CC(CC(C5)C3)C4)sc2c1	4.5
CCc1c(-c2ccccc2)nc2ccccc2c1C(=O)NC(C)C	-0.1
c1ccc(OCCn2cnc3ccccc32)cc1	-5.8
COC(=O)c1c(NC(=O)c2cccc(F)c2)sc2c1CCCC2	-14.4
CCN(CC)c1ccc(NC(=O)C2CCCN(S(=O)(=O)c3cccnc3)C2)c(C)c1 (stereo unspecified)	2.6
Clc1ccc2c(c1)CNc1c(ncnc1N1CCOCC1)O2	-7.9
CCOc1ccc(OCc2ccc(C(=O)OCc3ccccn3)o2)cc1	1.0
O=C1CCCC2=C1C(c1ccc(Cl)cc1)n1ncnc1N2 (stereo unspecified)	4.5
Cc1ccc2nc(NC(=O)CSc3nccn3-c3ccc(F)cc3)sc2c1	-5.1
CCCCCOC(=O)C1=C(C)NC2=C(C1c1ccc(OCC)cc1)C(C)(C)CC(=O)C2 (stereo unspecified)	3.2
CCCc1cc(=O)[nH]c(NCc2ccc(Cl)cc2)n1	3.0
CCOc1ccccc1-c1cc(-c2ccc(OC)cc2)nc2c1c(=O)n(C)c(=O)n2C	-3.1
C=C(C)Cn1c(SCC)nc2c(c1=O)C1(CCCC1)Cc1ccccc1-2	-6.0
CC(=O)Nc1nc2n(n1)C(c1ccc(Cl)cc1)C=C(C)N2 (stereo unspecified)	4.1
C=CCN1C(=O)C(C(c2cccc([N+](=O)[O-])c2)C2C(=O)NC(=S)N(CC=C)C2=O)C(=O)NC1=S (stereo unspecified)	-77.4
CCOc1cc2c(cc1OCC)C1C(C(=O)Nc3cccc(C#N)c3)c3ccccc3C(=O)N1CC2 (stereo unspecified)	-8.3
COc1ccc2c(c1)C(C)=CC(C)(C)N2C(=O)CNCc1ccc2c(c1)OCO2	-3.9
N#Cc1nc(-c2ccc(OCc3ccccc3)cc2)oc1NCc1ccco1	-2.1
Cc1cc(C)nc(SCCSCc2ccccc2)n1	-4.0
COCc1[nH]nc2c1C(c1ccccc1Cl)C(C#N)=C(N)O2 (stereo unspecified)	-6.1
O=C1CSC(c2ccccc2[N+](=O)[O-])N1c1ccc(Oc2ccccc2)cc1 (stereo unspecified)	11.7
CCOc1ccccc1OCC(O)CNC (stereo unspecified)	10.1
O=C1CN(C(=O)COc2ccc3ccccc3c2)C(c2ccccc2)c2cc(F)ccc2N1 (stereo unspecified)	-8.4
COc1ccccc1CNC(=O)Nc1cccs1	-20.7
CCOC(=O)c1cnc2ccc(OCC)cc2c1Nc1ccccc1Cl	3.1
CCCCOC(=O)CSC1=C(C#N)C(c2ccc3c(c2)OCO3)CC(=O)N1 (stereo unspecified)	-2.5
Cc1cc2cc(CNC(=O)Nc3cccc(Cl)c3)ccc2[nH]1	-1.2
COc1ccc(C2Nc3ccccc3C(=O)N2Cc2ccco2)cc1 (stereo unspecified)	0.7
C#CC1(C)CCCC(C)(C)O1 (stereo unspecified)	11.9

Individual results from the entries so far.
Entry for `C#CC1(C)CCCC(C)(C)O1` (stereo unspecified) under 14-3-3 PPI: 11.9
Entry for `Cc1cc(C)nc(SCCSCc2ccccc2)n1` under 14-3-3 PPI: -4.0
Entry for `COc1ccc(C2Nc3ccccc3C(=O)N2Cc2ccco2)cc1` (stereo unspecified) under 14-3-3 PPI: 0.7
Entry for `CCOc1cc2c(cc1OCC)C1C(C(=O)Nc3cccc(C#N)c3)c3ccccc3C(=O)N1CC2` (stereo unspecified) under 14-3-3 PPI: -8.3

The listing continues:
SMILES	14-3-3 PPI
O=C(CCS(=O)(=O)c1nc(-c2cccs2)cc(C(F)(F)F)n1)Nc1cc(Cl)ccc1O	-33.5
CCOc1ccc(S(=O)(=O)N(C)c2ccc(OCC(=O)OCc3c(C)noc3C)cc2)cc1	-2.8
O=S(=O)(NCc1ccco1)c1ccc(F)cc1	1.6
CCc1n(CC(O)COCC2CC=CCC2)c2ccccc2[n+]1C (stereo unspecified)	-2.5
COc1ccc2nc(SCC(=O)NC(C)C)[nH]c2c1	0.2
CC(C)c1ccc(NC(=O)C2C3C=CC4(O3)C2C(=O)N(C2CCCC(C)C2C)C4C(=O)NC2CCCC(C)C2C)cc1 (stereo unspecified)	-2.3
CCN(C(=O)CSc1nc2cc(OC)c(OC)cc2c2nc(C)nn12)c1cccc(C)c1	1.5
CCCc1c(O)nc(SCC(=O)NCc2ccco2)[nH]c1=O	-3.9
CCSc1nc2c(c(=O)[nH]1)C(c1ccc(F)cc1)C(C(=O)OC)=C(C)N2 (stereo unspecified)	-10.2
O=C(CSc1ncn[nH]1)N1CCCCC1	1.9
CC(c1ccccn1)N(C(=O)Nc1ccccc1)C1CCCCC1 (stereo unspecified)	-2.5
COCCOC(=O)C1=C(C)NC(=O)NC1c1c(Cl)nc2ccccn2c1=O (stereo unspecified)	-5.3
CC(NC(=O)Cc1ccccc1)c1nc2ccccc2[nH]1 (stereo unspecified)	3.6
O=C(Nc1ccc(Cl)cc1C(F)(F)F)c1cc(S(=O)(=O)N2CCC(C(=O)O)CC2)ccc1F	-7.4
O=C(c1ccccc1)c1ccc(NC(=O)c2sc3ccccc3c2Cl)cc1	-10.4

Of the compounds above, these have a CF3 group.
SMILES	14-3-3 PPI
O=C(CCS(=O)(=O)c1nc(-c2cccs2)cc(C(F)(F)F)n1)Nc1cc(Cl)ccc1O	-33.5
O=C(Nc1ccc(Cl)cc1C(F)(F)F)c1cc(S(=O)(=O)N2CCC(C(=O)O)CC2)ccc1F	-7.4

(further entries)
SMILES	14-3-3 PPI
COCCCn1c(=S)[nH]c2c(sc3ccccc32)c1=O	-5.5
Cc1ccc(Nc2nc(-c3ccc(O)cc3O)cs2)nc1	-1.0
COC(=O)c1cc(S(=O)(=O)n2nc(C)cc2C)c(Cl)cc1Cl	4.2
Nc1ncnc(NCCCc2ccccc2)c1[N+](=O)[O-]	-2.1
O=P(O)(CP(=O)(c1ccccc1)c1ccccc1)c1ccccc1	4.1
Fc1ccccc1Nc1c2c(nc3ccc(Cl)cc13)CCC2	-3.6
O=C1C(c2ccc(Cl)cc2)N(C2CC2)C(=O)CN1C1CCCCCC1 (stereo unspecified)	-6.5
O=C(COc1ccc(Cl)cc1)N1CCN(C(=O)c2ccc(F)cc2)CC1	10.3
CN(C)c1ccc(NC(=S)c2ccccn2)cc1	1.7
Cc1ccc(NC(=O)c2sc3ncn(CC(=O)Nc4cccc(C(F)(F)F)c4)c(=O)c3c2C)cc1F	-10.7
Cc1cccc(N(C)C(=O)CCN2C(=O)C3C4C=CC(C4)C3C2=O)c1 (stereo unspecified)	-2.9
CC(=O)N1C(=O)CC(C)N(C(C)=O)c2ccccc21 (stereo unspecified)	7.8
COc1cc(NC(=O)COc2ccc(C)cc2Br)c(OC)cc1Cl	-9.9
COc1ccc(Cl)cc1N1C(=O)CSC1c1cc2c(cc1[N+](=O)[O-])OCO2 (stereo unspecified)	-1.9
NC(=O)C1CCN(C(=O)c2ccc3c(=O)n(C4CCCCC4)c(SCc4ccccc4F)nc3c2)CC1	-8.3

Reprinted at random: four records from the list, in no set order.
SMILES	14-3-3 PPI
O=C1C(c2ccc(Cl)cc2)N(C2CC2)C(=O)CN1C1CCCCCC1 (stereo unspecified)	-6.5
COC(=O)c1cc(S(=O)(=O)n2nc(C)cc2C)c(Cl)cc1Cl	4.2
Cc1ccc(Nc2nc(-c3ccc(O)cc3O)cs2)nc1	-1.0
NC(=O)C1CCN(C(=O)c2ccc3c(=O)n(C4CCCCC4)c(SCc4ccccc4F)nc3c2)CC1	-8.3

(cont.)
SMILES	14-3-3 PPI
CCOCCCNC(=O)c1ccc(Sc2ccc(Br)cc2)c([N+](=O)[O-])c1	-7.4
COc1cccc2c1OC1(C=C2)N(C)c2ccc([N+](=O)[O-])cc2C1(C)C (stereo unspecified)	-1.2
O=C1C2CCCCC2C(=O)N1c1ccc(NCCc2ccc(Cl)cc2)c([N+](=O)[O-])c1 (stereo unspecified)	-10.0
COCc1cc(C)nc(SCC(=O)N(c2ccccc2)c2ccccc2)c1C#N	-7.7
C=CCSc1nc2sc3c(c2c(=O)[nH]1)CCc1ccccc1-3	-10.9
CCOC(=O)c1c(NC(=O)c2cc(Cl)ccc2OC)sc2c1CCCC2	-8.2
Oc1ccc2ccccc2c1CN(Cc1ccccc1)Cc1ccccc1	5.0
O=C(NCCc1ccccc1)C1CCN(S(=O)(=O)c2cccc3nonc23)CC1	-12.7&-44.7
O=c1[nH]c2ccc(Br)cc2c(-c2ccccc2)c1CN1CCOCC1	1.5
CCOC(=O)c1c(NC(=O)CN2CCN(c3ccccn3)CC2)sc2c1CCCC2	-0.2
O=C(NCCc1ccc(Cl)cc1)c1ccc(Cn2c(=O)[nH]c3ccccc3c2=O)cc1	10.7
COc1c2occc2cc2ccc(=O)oc12	-4.9
COC(=O)c1ccc(C(=O)N2CCOCC2)cc1	-0.9
Cc1ccc2nc(-c3ccc(N=c4oc5c(C)ncc(CO)c5cc4C(=O)Nc4ccccc4F)cc3)sc2c1	-2.4
COc1ccccc1CNC(=O)c1sc(=S)n(-c2ccccc2)c1N	2.2
CC(C)CCNCC(O)Cn1c2ccccc2c2ccccc21 (stereo unspecified)	-1.0
Cc1cc(=O)oc2cc(OC(=O)CSC(=N)N)ccc12	-6.9
O=C(CCS(=O)(=O)c1cccs1)Nc1ccc(C(=O)Nc2cccc(C(F)(F)F)c2)cc1	-11.5
Brc1ccc(-c2nnc3sc(CNCc4ccc5c(c4)OCO5)cn23)cc1	-5.6&-8.9
CCc1cc(=O)oc2cc(C)c(CN3CCCC(C)C3)c(O)c12 (stereo unspecified)	-11.6
O=c1[nH]cc(N=Cc2ccncc2)c(=O)[nH]1	-11.8
COC(=O)c1ccccc1NC(=O)CSc1nc2ccsc2c(=O)n1Cc1ccccn1	-24.6
COc1ccc(CCNc2nc(SCc3cc(=O)n4ccccc4n3)nc3ccccc23)cc1OC	-9.5
CCN(CC)S(=O)(=O)c1ccc(-c2nnc(SCc3nnc(-c4ccccc4)o3)o2)cc1	1.7
CC1=C(C(=O)OCC(C)C)C(c2ccc(F)cc2)C2=C(CC(c3cccs3)CC2=O)N1 (stereo unspecified)	-20.3
CCN1CCN(C(=O)c2c(-c3ccccc3Cl)noc2C)CC1	-3.3
O=S(=O)(c1ccccc1)N1CCN(C(c2ccccc2)c2ccccc2)CC1	0.2
CC(C)CC(c1nnnn1Cc1ccccc1)N1CCN(C(=O)c2ccco2)CC1 (stereo unspecified)	0.5
O=C(CCCOc1ccc(Cl)cc1)NC1CCCCC1	7.2
COc1cc2nc(SCC(=O)NC3CC3)n(CCC3=CCCCC3)c(=O)c2cc1OC	3.7

Ordered by value in 14-3-3 PPI (lowest first): 3 from the list above
SMILES	14-3-3 PPI
O=C(CCS(=O)(=O)c1cccs1)Nc1ccc(C(=O)Nc2cccc(C(F)(F)F)c2)cc1	-11.5
O=C(c1ccccc1)c1ccc(NC(=O)c2sc3ccccc3c2Cl)cc1	-10.4
CCN(C(=O)CSc1nc2cc(OC)c(OC)cc2c2nc(C)nn12)c1cccc(C)c1	1.5

More structures follow:
SMILES	14-3-3 PPI
Cc1cc(N2C(=O)C3C4C=CC(C4)C3C2=O)no1 (stereo unspecified)	-4.2&-11.6
CCc1ccc(C(=O)c2c(S(=O)(=O)CC)c(S(=O)(=O)CC)c3cc(C(C)(C)C)ccn23)cc1	7.3
COCCNC(=O)CCS(=O)(=O)Cc1ccc(C)cc1	1.8
O=C(CCS(=O)(=O)c1ccc(Br)cc1)Nc1cccc2c1CCCC2	-2.7
C/C=C1\C(=O)CC2C3CCC4=CC(=O)CC[C@]4(C)C3CC[C@]12C (stereo partly specified)	-1.2
COc1ccc(Cl)cc1C(=O)Nc1ccc2nc(N3CCC(C)CC3)cc(C)c2c1	-26.7
COc1cc(Nc2ncnc3c2c(-c2ccccc2)cn3-c2ccccc2)cc(OC)c1OC	-0.7
COc1ccc(C)cc1NC(=O)c1ccc(NC(=O)CC2SC(N3CCCC3)=NC2=O)cc1 (stereo unspecified)	-3.0
Cc1ccc(N2COc3ccc4c(C)cc(=O)oc4c3C2)c(C)c1	-3.1
Cn1c(=O)c2c(nc(Br)n2Cc2c(F)cccc2Cl)n(C)c1=O	-10.4
NC(=O)C1CCN(Cc2nnnn2Cc2ccco2)CC1	-8.8
O=C(NCCc1ccccc1Cl)C(=O)NCc1ccccc1	0.7
O=C(Nc1nc(-c2cc3ccccc3oc2=O)cs1)c1ccccc1F	-9.1
COC(=O)C1=C(C(=O)OC)SC(=C2C(=S)C(C)(C)N(C(=O)CN3C(=O)CCC3=O)c3cc(OC)ccc32)S1	1.5
CCOc1ccccc1C1CC(=O)NC(SCC)=C1C#N (stereo unspecified)	1.8
CCN1C(=O)c2ccccc2Sc2ccc(C(=O)NCc3cccnc3)cc21	-3.6
C=CCNS(=O)(=O)c1ccc(F)c(C(=O)Nc2cc(Cl)ccc2OC)c1	-39.7
CCOC(=O)c1c(NC(=O)c2ccoc2C)sc2c1CCCC2	-13.5
CCCS(=O)(=O)N1CCN(S(=O)(=O)c2ccc3ccccc3c2)CC1	-3.0
CC[n+]1c(C=Cc2ccc(N(C)C)cc2)sc2ccccc21	-352.9
COc1ccc(C=Cc2nc3ccccc3[nH]2)cc1	-12.7
CC(C)[C@H](NC(=O)NCCc1ccc(F)cc1)C(=O)O	-3.4
CCOc1ccc(NC(=O)C2CC(=O)N(C(C)C)C2)cc1 (stereo unspecified)	-3.2
CCC(=O)NCCc1nc2ccccc2n1CC(=O)c1ccccc1	-15.9
CCOc1ccccc1NC(=O)c1cc(S(=O)(=O)N2CC(C)CC(C)C2)ccc1F (stereo unspecified)	-4.8
CCC(=O)NC(Nc1ccc(OC(F)(F)Cl)cc1)(C(=O)OC)C(F)(F)F (stereo unspecified)	1.4
O=C1CC(C(=O)Nc2ccccc2)C2(CCCC2)O1 (stereo unspecified)	-4.2
COCCNC(=O)C(=O)NC1CC(C)(C)NC(C)(C)C1	-7.8
Nc1nc2n(n1)C(c1ccccc1)CC(c1ccc(Cl)cc1)N2 (stereo unspecified)	-1.6
CCCCCn1c(=S)[nH]c2cc(C(=O)NCc3ccccc3Cl)ccc2c1=O	-5.0
CCC1(C)Cc2c(C#N)c(N)sc(=S)c2CO1 (stereo unspecified)	-0.9
CCOC(=O)c1cnc2ccc(OCC)cc2c1Nc1ccc(OC)c(OC)c1	-4.0
CCN=C1SC(C(=O)Nc2cccc(C)c2)CC(=O)N1CC (stereo unspecified)	-1.7

High-throughput results from PubChem BioAssay.
